Screening data deposited in PubChem BioAssay by Sanford-Burnham Center for Chemical Genomics.
Gli-Sufu block – blocks Gli-Sufu signaling in a luciferase reporter; AID 588413; actives 0.74% (n = 340,000); Sufu-KO-LIGHT fibroblasts, Gli luciferase reporter luminescence; inhibition, % at 5 µM;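 active = inhibition above about 55%, limit read from the data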;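 also: 0% = DMSO-treated cells and 100% = wells with medium but no cells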
Jurkat NFkB inh – inhibitors of the PMA/ionomycin-induced NF-kB reporter in Jurkat cells; inhibition, % at 4 µM; actives 0.53% (n = 330,000); PMA/ionomycin-induced NF-kB luciferase reporter, luminescence; AID 435003; in the data active = inhibition above about 50%
CXCR6 inh – blocks human CXCR6 beta-arrestin recruitment; O00574; CHO-K1 PathHunter CXCR6 beta-arrestin, luminescence; inhibition, % at 20 µM; actives 0.36% (n = 360,000); AID 602244; in the data active = inhibition above about 34%, passing the limit was not always enough;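 also: antagonist mode with CXCL16 agonist at 10 nM final; 0% = 10 nM CXCL16 with DMSO and 100% = unstimulated wells without agonist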
CCR6 antag – blocks CCL20-driven beta-arrestin recruitment at human CCR6 | P51684 | CHO-K1 CCR6 PathHunter beta-arrestin, luminescence, CCL20-stimulated | inhibition, % at 20 µM | actives 0.49% (n = 340,000);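 active = compounds whose inhibition of the agonist-driven luminescence signal at 20 µM reaches about 50%, limit read from the data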;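 also: cells stimulated with CCL20 at 14 nM final; plate controls were DMSO with CCL20 for no effect and DMSO without agonist for full effect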
Target sequence (P51684 whole entry, looked up): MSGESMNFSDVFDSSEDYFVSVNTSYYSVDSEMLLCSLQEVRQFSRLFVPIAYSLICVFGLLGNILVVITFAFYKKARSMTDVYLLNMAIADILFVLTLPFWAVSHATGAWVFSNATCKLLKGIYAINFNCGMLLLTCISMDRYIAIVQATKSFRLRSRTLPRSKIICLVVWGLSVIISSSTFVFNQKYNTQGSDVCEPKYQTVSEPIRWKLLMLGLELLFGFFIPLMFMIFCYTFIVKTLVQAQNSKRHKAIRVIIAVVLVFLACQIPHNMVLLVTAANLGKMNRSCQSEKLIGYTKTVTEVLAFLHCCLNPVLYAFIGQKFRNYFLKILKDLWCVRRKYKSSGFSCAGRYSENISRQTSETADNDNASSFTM
EBI2 antag – antagonists of human EBI2 receptor. P32249. EBI2 beta-arrestin recruitment, luminescence, 7a,25-OHC stimulated. inhibition, % at 5 µM. actives 0.81% (n = 360,000). AID 651636; in the data active = inhibition above about 38%;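 also: enzyme fragment complementation signal reports receptor beta-arrestin coupling in cells; 0% = agonist plus DMSO wells and 100% = wells without agonist; some results beyond the cut were filed as inactive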
UBC13 polyUb – human UBC13 polyubiquitination inhibition. inhibition, % at 20 µM. actives 0.47% (n = 330,000). UBC13 polyubiquitin chain formation, TR-FRET. AID 485273; in the data active = inhibition above about 45%, passing the limit was not always enough
Target sequence (P61088 whole entry, looked up): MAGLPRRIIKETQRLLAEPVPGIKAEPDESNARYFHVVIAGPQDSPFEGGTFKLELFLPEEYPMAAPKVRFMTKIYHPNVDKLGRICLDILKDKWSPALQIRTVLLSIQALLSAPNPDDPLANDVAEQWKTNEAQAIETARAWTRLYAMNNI
697 NFkB inh – inhibitors of the PMA/ionomycin-induced NF-kB reporter in 697 B cells; AID 435022; 697 B-cell NF-kB luciferase reporter, 16 h; inhibition, % at 4 µM; actives 0.33% (n = 330,000); in the data active = inhibition above about 35%
APJ antagonist – antagonists of human APJ apelin receptor; P35414; CHO-K1 APJ beta-arrestin complementation, luminescence; inhibition, % at 20 µM; actives 0.32% (n = 330,000); AID 2521;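 active = inhibition above about 40% at 20 µM, limit read from the data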;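 also: cells challenged with 10 nM apelin-13 agonist together with compound; plate controls were apelin-13 plus DMSO wells for no effect and DMSO wells lacking apelin-13 for full effect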
Target sequence (P35414 whole entry, looked up): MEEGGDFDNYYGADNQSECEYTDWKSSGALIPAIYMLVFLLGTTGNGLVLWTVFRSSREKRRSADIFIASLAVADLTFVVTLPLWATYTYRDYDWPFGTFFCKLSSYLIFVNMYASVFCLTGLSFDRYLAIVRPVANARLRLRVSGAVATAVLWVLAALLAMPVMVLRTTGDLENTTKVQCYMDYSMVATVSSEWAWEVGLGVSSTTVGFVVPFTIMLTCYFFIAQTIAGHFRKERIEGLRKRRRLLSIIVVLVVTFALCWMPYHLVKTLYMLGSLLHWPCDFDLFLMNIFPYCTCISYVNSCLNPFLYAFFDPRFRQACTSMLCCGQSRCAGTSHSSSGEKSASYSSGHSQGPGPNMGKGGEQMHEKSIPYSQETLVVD
Starred values were filed as active, the others as inactive; · = not tested or not shown.

Start of the listing, in advance, eight compounds:
1. CC1(C)OC(=O)C(=NNc2ccc(C(=O)O)cc2)C(=O)O1
2. CC1CCC(C(C)C)C(OC(=O)C2=C3c4ccccc4S(=O)(=O)N3CC2)C1 (centres undefined)
3. COc1ccc(N2CCN(c3ccc(N)cc3C#N)CC2)cc1
4. Cc1cc2cc(CNC(=S)Nc3ccc(OC(F)(F)F)cc3)ccc2[nH]1
5. O=C(c1cccc(C(F)(F)F)c1)C1CCCN(C(=O)CCc2cnccn2)C1 (centres undefined)
6. CC1Cc2ccccc2N1C(=O)Cc1cccs1 (centres undefined)
7. CN(C)c1ccc(-c2cccc(C3CC=CC4C3C(=O)N(Cc3ccccc3)C4c3ccc4ccccc4c3)c2)cc1 (centres undefined)
8. Cc1cccn2cc(-c3cccc(NC(=O)c4cccs4)c3)nc12

| Assay by compound | 1 | 2 | 3 | 4 | 5 | 6 | 7 | 8 |
| --- | --- | --- | --- | --- | --- | --- | --- | --- |
| Gli-Sufu block | 2 | 3 | -4 | 8 | 0 | -14 | 32 | -47 |
| Jurkat NFkB inh | 3 | 2 | 2 | -6 | -5 | -15 | 18 | -25 |
| CXCR6 inh | 0 | 5 | -6 | 3 | -6 | -6 | 5 | -4 |
| CCR6 antag | 10 | 15 | 2 | -15 | -12 | -1 | 15 | 2 |
| EBI2 antag | -5 | 13 | 6 | 7 | -8 | -1 | 5 | -1 |
| UBC13 polyUb | 4 | 5 | 2 | -5 | 2 | 2 | -11 | 2 |
| 697 NFkB inh | 13 | -37 | 3 | -10 | 18 | -5 | -4 | -26 |
| APJ antagonist | 16 | 23 | 14 | -61 | 9 | -4 | 6 | -14 |

This part in full, repeating the preview:
1. CC1(C)OC(=O)C(=NNc2ccc(C(=O)O)cc2)C(=O)O1
2. CC1CCC(C(C)C)C(OC(=O)C2=C3c4ccccc4S(=O)(=O)N3CC2)C1 (centres undefined)
3. COc1ccc(N2CCN(c3ccc(N)cc3C#N)CC2)cc1
4. Cc1cc2cc(CNC(=S)Nc3ccc(OC(F)(F)F)cc3)ccc2[nH]1
5. O=C(c1cccc(C(F)(F)F)c1)C1CCCN(C(=O)CCc2cnccn2)C1 (centres undefined)
6. CC1Cc2ccccc2N1C(=O)Cc1cccs1 (centres undefined)
7. CN(C)c1ccc(-c2cccc(C3CC=CC4C3C(=O)N(Cc3ccccc3)C4c3ccc4ccccc4c3)c2)cc1 (centres undefined)
8. Cc1cccn2cc(-c3cccc(NC(=O)c4cccs4)c3)nc12
9. O=C(Nc1cccnc1Cl)c1ccc(S(=O)(=O)N2CCCCCC2)cc1
10. N#CC1=C(N)Nc2ncnn2C1c1ccc(F)cc1 (centres undefined)

| Assay by compound | 1 | 2 | 3 | 4 | 5 | 6 | 7 | 8 | 9 | 10 |
| --- | --- | --- | --- | --- | --- | --- | --- | --- | --- | --- |
| Gli-Sufu block | 2 | 3 | -4 | 8 | 0 | -14 | 32 | -47 | 5 | 1 |
| Jurkat NFkB inh | 3 | 2 | 2 | -6 | -5 | -15 | 18 | -25 | -2 | 15 |
| CXCR6 inh | 0 | 5 | -6 | 3 | -6 | -6 | 5 | -4 | -10 | 4 |
| CCR6 antag | 10 | 15 | 2 | -15 | -12 | -1 | 15 | 2 | 5 | 11 |
| EBI2 antag | -5 | 13 | 6 | 7 | -8 | -1 | 5 | -1 | 0 | -12 |
| UBC13 polyUb | 4 | 5 | 2 | -5 | 2 | 2 | -11 | 2 | 6 | 5 |
| 697 NFkB inh | 13 | -37 | 3 | -10 | 18 | -5 | -4 | -26 | 14 | -2 |
| APJ antagonist | 16 | 23 | 14 | -61 | 9 | -4 | 6 | -14 | 28 | -9 |

11. CN(C)C(=O)c1cccn(Cc2ccc(C(F)(F)F)cc2)c1=O
12. O=C(CCl)Nc1ccccc1Sc1ccccc1
13. COc1cccc(CNC(=O)COC(=O)c2cccc(S(=O)(=O)N3CCCC3)c2)c1
14. Cc1nc2nc(SCc3ccc([N+](=O)[O-])cc3)[nH]c2cc1Br
15. NC(=O)COC(=O)CN1C(=O)C2CCCCC2C1=O (centres undefined)
16. Cc1ccc(/C=C/C(=O)NCc2ccccn2)o1
17. CCCCNC(=O)C1(NC(=O)Nc2ccc(C)cc2)CCCCC1
18. CC1CCN(CC(=O)n2c3c(c4ccccc42)CCCC3)CC1
19. CCN1CC(c2ccccc2)C(c2ccc(Cl)cc2)=N1 (centres undefined)
20. COc1c(O)cccc1/C=N/NC(=O)Cn1ccnc1C

| Assay by compound | 11 | 12 | 13 | 14 | 15 | 16 | 17 | 18 | 19 | 20 |
| --- | --- | --- | --- | --- | --- | --- | --- | --- | --- | --- |
| Gli-Sufu block | 8 | -6 | 1 | -6 | -2 | -3 | -5 | 7 | -3 | 4 |
| Jurkat NFkB inh | 3 | 17 | 20 | 12 | -5 | 3 | -12 | -6 | -22 | 11 |
| CXCR6 inh | 7 | -13 | -6 | -7 | -6 | 3 | 2 | -10 | 0 | -11 |
| CCR6 antag | -3 | -5 | 0 | 8 | 5 | -13 | 2 | 8 | 26 | 6 |
| EBI2 antag | 3 | -9 | 0 | -7 | -7 | -3 | -1 | -1 | 15 | -8 |
| UBC13 polyUb | 2 | 19 | 3 | 2 | 4 | 1 | 3 | 10 | 0 | -3 |
| 697 NFkB inh | 1 | 41* | -9 | 0 | 12 | -9 | 7 | 17 | -8 | 22 |
| APJ antagonist | -1 | 3 | -2 | 15 | 8 | -3 | -3 | 4 | 1 | -3 |

21. CSCCC(NC(=O)COc1ccccc1)C(=O)N1CCCCCC1 (centres undefined)
22. Cc1ccc(S(=O)(=O)N(C)c2ccc(C(=O)N3CCCCC3)cc2)cc1
23. CCOc1cccc(CN2CCCC(CNC(=O)c3cccc(OC)c3OC)C2)c1 (centres undefined)
24. CC(C)[C@H](NC(=O)c1ccccc1)C(=O)OCc1nc2scc(-c3ccccc3)c2c(=O)[nH]1
25. CCN(CC)CCn1c(=N)n(CC(O)COc2cccc(C)c2)c2ccccc21 (centres undefined)
26. COc1ccccc1C(c1nnnn1Cc1ccccc1)N1CCN(c2nc3ccccc3s2)CC1 (centres undefined)
27. CCN(CC(=O)Nc1c(F)cccc1F)C(=O)/C=C/c1ccc2c(c1)OCO2
28. O=C(Cc1ccccc1)NC1CCSc2ccccc21 (centres undefined)
29. NS(=O)(=O)c1cccc(NS(=O)(=O)c2ccc(/C=C/C(=O)OCC(=O)c3ccccc3)cc2)c1
30. Cc1cc(C)c(S(=O)(=O)N2CCN(c3ccc([N+](=O)[O-])c(NCC4CCCO4)c3)CC2)c(C)c1 (centres undefined)

| Assay by compound | 21 | 22 | 23 | 24 | 25 | 26 | 27 | 28 | 29 | 30 |
| --- | --- | --- | --- | --- | --- | --- | --- | --- | --- | --- |
| Gli-Sufu block | -5 | 15 | 16 | 0 | 49 | 9 | -22 | 0 | 19 | 9 |
| Jurkat NFkB inh | 6 | 13 | -7 | 2 | 32 | -9 | -24 | 20 | 4 | 6 |
| CXCR6 inh | -2 | -5 | -2 | -12 | 2 | 6 | 5 | 7 | 4 | 8 |
| CCR6 antag | -5 | 8 | -8 | -7 | 10 | 21 | -1 | 3 | 11 | 30 |
| EBI2 antag | -7 | -6 | -1 | -3 | 11 | 19 | 6 | 2 | 3 | 20 |
| UBC13 polyUb | -6 | 2 | -3 | 5 | 16 | 2 | -8 | 9 | -12 | -9 |
| 697 NFkB inh | 3 | -23 | -7 | -12 | -14 | 1 | -8 | 5 | 9 | -12 |
| APJ antagonist | 7 | 2 | -1 | 0 | 8 | 5 | 1 | -6 | -12 | 1 |

New compounds follow
#	Molecule	Gli-Sufu block	Jurkat NFkB inh	CXCR6 inh	CCR6 antag	EBI2 antag	UBC13 polyUb	697 NFkB inh	APJ antagonist
31	CCO[C@H]1OC(C(N)=O)=C[C@@H](C2CCCCC2)[C@@H]1CCCO	-6	8	5	5	5	-3	-3	-55
32	N#Cc1nc(-c2ccccc2F)oc1NCc1cccc2c1OCO2	-2	-13	2	16	-2	5	9	19
33	CN(c1ccccc1)S(=O)(=O)c1cccc(C(=O)NC2CCCC2)c1	2	-5	5	6	0	12	-1	-1
34	COc1ccc(CCN2C(=O)C3C4CC(C5C(C(=O)NN)=NOC45)C3C2=O)cc1OC (centres undefined)	1	-5	-10	-12	-1	-5	-9	-15
35	CC(C)CC(NC(=O)C1CCCN1C(=O)OC(C)(C)C)C(=O)NCC(N)=O (centres undefined)	-3	·	2	9	4	·	·	·
36	CCCn1cnc2cc(NCc3cccc(OC)c3O)ccc21	-2	-19	-11	11	-3	-2	-1	3
37	CCN1CCN(C2=C(NS(=O)(=O)c3ccccc3)C(=O)c3ccccc3C2=O)CC1	13	30	-9	0	-7	-117	-15	-77
38	O=C(O)Cc1sc(-c2ccc(C(=O)O)cc2)nc1-c1ccccc1	0	-7	9	-2	5	-1	-86	-11
39	CCOc1cc(/C=C2\C(=O)ON=C2c2ccccc2)ccc1OC	3	-18	-11	-4	-12	-12	11	-1
40	CCc1nnc(NC(=O)CSc2nnc(CNc3ccc(F)cc3)n2C2CCCCC2)s1	-14	8	4	-1	-16	6	6	16
41	O=C1CSC(c2ccccn2)N1c1ccccc1 (centres undefined)	5	8	-1	-5	1	-1	5	6
42	CC(C)(C)OC(=O)N1CCN(C(=O)[C@H](Cc2ccc(O)cc2)n2cc(CCO)nn2)CC1	-2	15	-2	1	-6	7	14	3
43	CCOC(=O)C1=C(C)OC(N)=C(C#N)C1c1ccsc1 (centres undefined)	-2	-1	4	13	-8	4	7	8
44	N/C(=N/O)c1nc(N2CCCCC2)nc(N2CCCCC2)n1	0	0	0	-7	3	1	-2	19
45	CN1C(=O)NC(c2ccccc2)C2=C1CN(c1cccc(C(F)(F)F)c1)C2=O (centres undefined)	6	-1	6	18	-11	7	6	-31
46	CCCn1c(SCC(=O)NC2CCCC2)nnc1-c1ccccn1	-4	8	2	4	-8	6	8	1
47	COCCNC(=O)c1ccc2c(=O)n(CCOC)c(=O)[nH]c2c1	8	-11	1	-6	-2	-2	-37	-13
48	Cc1ccc(C(=O)OCC(=O)Nc2sccc2C(N)=O)cc1NC(=O)c1ccco1	5	0	2	-3	4	1	-11	4
49	COC(Cn1c2c(c3cc(C)ccc31)CCCC2NCc1ccccc1)OC (centres undefined)	2	·	4	10	15	·	·	·
50	O=C(CC1CCCC1)N1CCN(S(=O)(=O)c2cccc(F)c2)CC1	5	·	-7	4	6	·	·	·
51	O=S(=O)(NCc1ccccc1)c1ccccc1NCCc1ccccc1	-2	·	1	40	5	·	3	·
52	C/C(=C\c1ccco1)CN1CCC(N2CCC(C(=O)N3CCOCC3)CC2)CC1	7	11	-1	1	-3	21	14	0
53	Cc1ccc2c(c1)N(S(=O)(=O)c1ccc(F)cc1)C(C(C)(C)C)CO2 (centres undefined)	-3	-4	2	23	21	3	-7	23
54	CCOC(=O)CNC(=O)CSc1nnc(Cn2c(=O)sc3ccccc32)n1C	-4	-7	-2	0	-8	5	-7	8
55	CC1Cc2nc(SCC(=O)Nc3ccc4c(c3)OCO4)n(Cc3ccccc3)c(=O)c2S1 (centres undefined)	-44	-59	5	25	17	7	-108	5
56	O=C(NC(=S)NCCc1ccccn1)c1ccccc1	-17	-35	-1	-7	-2	2	-40	-1
57	S=c1nc2[nH]c3ccccc3c2n[nH]1	0	·	-7	2	2	·	·	·
58	C[C@H](CO)N1C[C@H](C)[C@@H](CN(C)C(=O)NC2CCCCC2)Oc2ccc(NC(=O)CCC(F)(F)F)cc2C1=O	-7	-22	-2	8	-9	-5	5	10
59	Cc1cccc(N2CCN(C(=O)N3CCOCC3)CC2)c1C	0	39	-5	-11	7	2	-13	5
60	CCCCNC(=O)Nc1ccccc1C(=O)NCCC	0	15	1	5	-13	-10	9	-3

With a hit mark in 697 NFkB inh, among the entries above:
nr	SMILES	Jurkat NFkB inh	CXCR6 inh	CCR6 antag	EBI2 antag	UBC13 polyUb	697 NFkB inh	APJ antagonist
12	O=C(CCl)Nc1ccccc1Sc1ccccc1	17	-13	-5	-9	19	41*	3
